EWS-Fli block: EWS/Fli transcriptional activity inhibition | A673 NR0B1-luciferase reporter, viability-normalised | inhibition, % at 12.6 µM | 350,000 tested, 0.67% active | AID 651661;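 active = mean inhibition of at least 50% after viability correction, with every replicate also passing that limit; inconclusive = mean reaches 50% but only one of two replicates passes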;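 also: firefly luciferase signal divided by Alamar Blue viability fluorescence both relative to DMSO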
PAX8 inh HTS: PAX8 transcriptional activity inhibition | RMG-I TPO-luciferase reporter, SteadyGlo, 24 h | inhibition, % at 12.6 µM | 360,000 tested, 1.2% active | AID 652154;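 active = mean replicate inhibition at least 60% with every replicate also reaching 60%; inconclusive = only one of the two criteria is met; inactive = mean below 60% and not all replicates reaching 60%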;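 also: luciferase light reporting Pax8 driven TPO promoter activity; plate controls were median of neutral control wells for no effect and mitoxantrone controls for full effect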
ARNT-TACC3 inh: disruptors of human ARNT/TACC3 interaction | Q9Y6A5 | AlphaScreen His-ARNT PAS-B/GST-TACC3 binding, luminescence; TACC3 fragment carries E629A point mutation | inhibition, % at 9.99 µM | 390,000 tested, 0.66% active;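 active = mean inhibition of replicates at least 50% and at least half of replicates each reaching 50%; inconclusive = half or more replicates reach 50% but mean below 50%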;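 also: 0% = complete ARNT plus TACC3 wells and 100% = ARNT alone without TACC3; many hits fall short of the cut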
SIRT5 inh: sirtuin-5 (human) deacylase inhibition. Q9NXA8. Purified SirT5, succinyl-peptide AMC, trypsin-coupled fluorescence. inhibition, % at 15 µM. 330,000 tested, 1.1% active; in the data active = inhibition above about 15%; inconclusive = no clear call, values can overlap the other calls
Target sequence (Q9NXA8 whole entry, looked up): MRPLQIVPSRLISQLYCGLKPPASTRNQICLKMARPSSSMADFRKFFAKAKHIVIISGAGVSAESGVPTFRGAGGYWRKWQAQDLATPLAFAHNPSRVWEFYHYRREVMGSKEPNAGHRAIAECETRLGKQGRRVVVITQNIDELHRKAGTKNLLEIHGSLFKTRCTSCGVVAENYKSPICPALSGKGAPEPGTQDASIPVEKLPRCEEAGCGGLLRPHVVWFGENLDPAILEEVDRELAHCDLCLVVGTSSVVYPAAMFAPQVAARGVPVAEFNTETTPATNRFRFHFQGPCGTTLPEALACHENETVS
CASP6 VEID inh: inhibitors of human caspase-6. P55212. purified caspase-6, Z-VEID-R110 cleavage fluorescence. inhibition, % at 12.5 µM. 350,000 tested, 0.53% active. AID 686996;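 active = mean inhibition across replicates at least about 35%, with every replicate also reaching that limit, limit read from the data; inconclusive = only one of the two criteria met; inactive = neither criterion met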;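 also: 0% = median of neutral control wells and 100% = no fluorescence left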
Target sequence (P55212 24-179 limits assumed): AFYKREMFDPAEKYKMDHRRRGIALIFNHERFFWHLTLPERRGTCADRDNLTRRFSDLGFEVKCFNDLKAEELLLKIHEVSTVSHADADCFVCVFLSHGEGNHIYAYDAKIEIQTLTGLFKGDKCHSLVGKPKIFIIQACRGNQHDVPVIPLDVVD
Target sequence (P55212 194-293 limits assumed): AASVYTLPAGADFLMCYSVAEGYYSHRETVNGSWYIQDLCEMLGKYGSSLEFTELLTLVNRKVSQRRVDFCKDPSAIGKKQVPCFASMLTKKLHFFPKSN
LGR2 antag: blocks bursicon-induced cAMP signaling via Drosophila LGR2 | 380,000 tested, 0.35% active | HEK293 LGR2, CRE-luciferase, bursicon-stimulated, 4 h | inhibition, % at 9.99 µM;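 active = drop in luminescence signal, shown as inhibition above about 50% in the replicate tests, limit read from the data, passing the limit was not always enough; inconclusive = probably only some replicates passing the limit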;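 also: agonist challenge used bursicon conditioned medium at about half maximal strength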
DENV2 CPE: protects cells from dengue virus 2 cytopathic effect | DENV2-infected cells, cytopathic effect rescue, plate reader | 350,000 tested, 1.7% active | CPE inhibition, % at 9.99 µM; in the data active = CPE inhibition above about 20%, passing the limit was not always enough; inconclusive = no clear call, values can overlap the other calls; tested in BHK-21 cells;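 also: 0% = median of neutral control wells and 100% = median of positive control wells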
The depositor's hits bear a star; u = inconclusive; x = not tested or not shown. Outcome played no part in choosing rows, and some 4.9% of all compounds hit somewhere here.

SMILES | EWS-Fli block | PAX8 inh HTS | ARNT-TACC3 inh | SIRT5 inh | CASP6 VEID inh | LGR2 antag | DENV2 CPE
CCOc1ccc(N(C)S(=O)(=O)c2ccc3[nH]cc(C(=O)NCCOC)c(=O)c3c2)cc1 | -5 | -1 | -2 | 1 | 6 | -34 | -3
C#CCOC(=O)Nc1cnccc1C(F)(F)F | 5 | 2 | -2 | -7 | 2 | 1 | 2
COc1ccc(CNC(=O)CCn2c(C)csc2=O)cc1 | 7 | -7 | x | 6 | -6 | 17 | 14
COc1cc(NC2c3ccccc3C(=O)N2c2cc(C)ccn2)cc(OC)c1OC (stereo not given) | 1 | -8 | 0 | 2 | -2 | -2 | -8
NC(=O)C1CCN(C(=O)NC2CC(=O)N(c3ccc4c(c3)OCCO4)C2)CC1 (stereo not given) | -3 | -8 | -7 | -2 | -2 | 6 | -1
CCCN1C[C@@H](C)[C@@H](OC)CN(C)C(=O)c2ccc(NC(=O)Nc3ccccc3F)cc2OC[C@H]1C | -5 | -8 | -3 | 4 | -2 | -22 | 8
Cc1ccccc1S(=O)(=O)NC(=O)C1(C)CCN1C(=O)CCc1ccccc1 (stereo not given) | 3 | -3 | x | -2 | -3 | 17 | -18
CC(C)CC#Cc1cnc2c(c1)C(=O)N([C@@H](C)CO)C[C@@H](C)[C@@H](CN(C)S(=O)(=O)c1ccccc1)O2 | 1 | 4 | -2 | 2 | 0 | 10 | 5
O=C(NC1CCC1)[C@@H]1[C@@H](CO)[C@@H]2Cn3c(cccc3=O)[C@@H]2N1CCc1ccccc1 | 1 | 5 | -1 | -3 | -3 | 2 | -2
CCn1c(SCC(=O)Nc2cccnc2Cl)nnc1-c1ccccc1 | -6 | 33 | 2 | -2 | -3 | -1 | x
N#Cc1cccc(-c2ccc([C@H]3[C@@H](CO)N4CCCCN(C(=O)Nc5cccc(F)c5)C[C@H]34)cc2)c1 | 25 | -16 | 0 | 0 | -4 | 15 | -20
O=C1ON=C(c2ccc(Cl)c([N+](=O)[O-])c2)/C1=C/c1cccc([N+](=O)[O-])c1O | 3 | -12 | 9 | -3 | 0 | 6 | 0
CCOc1ccccc1NC(=O)Nc1ccc(OC)nc1 | -15 | 2 | -2 | -1 | -1 | -2 | 0
C[C@H]1CN([C@@H](C)CO)C(=O)CCCn2nncc2CO[C@H]1CN(C)Cc1ccc(O)cc1 | -10 | x | -1 | -3 | -1 | -6 | 1
CC(C)(C)NC(=O)CN1CCCN(C(=O)c2cccc(S(=O)(=O)N3CCc4ccccc43)c2)CC1 | 1 | 9 | 4 | -1 | -6 | 11 | 0
O=C(CN1CCN(Cc2ccccc2)CC1)N1CCCc2ccccc21 | 7 | 3 | -2 | -5 | -11 | -4 | 3
Cc1noc(C)c1NC(=O)N(C)C[C@H]1OCCCC[C@H](C)Oc2ccc(N(C)C)cc2C(=O)N([C@@H](C)CO)C[C@@H]1C | -7 | 1 | 19 | 3 | 1 | 7 | u
O=C(N/N=C/c1ccccc1)c1ccc(OCc2ccccc2)cc1 | -7 | -2 | -5 | -4 | -3 | -3 | -5
Cc1cccc(C)c1NC(=O)C1(C)CN(S(C)(=O)=O)CC(=O)N1Cc1cccc(F)c1 (stereo not given) | -7 | -2 | x | 0 | -1 | -2 | -8
CC1=C(C(=O)N2CCCCCC2)CC(CC(=O)NCc2cccs2)C(=O)N1Cc1ccccc1 (stereo not given) | 8 | 0 | x | 0 | 3 | 5 | -4
Cc1cc(C)c(C)c(C(=O)C(=O)c2ccccc2)c1 | 2 | x | 1 | -5 | 0 | 12 | 3
Cc1cccc(C)c1-n1nnnc1SCC(=O)N1CCNC1=O | -4 | 22 | -4 | -4 | -1 | 8 | 17
NS(=O)(=O)c1cccc(NC(=O)c2cccc(N3C(=O)c4ccccc4C3=O)c2)c1 | -3 | -1 | 2 | -2 | 1 | 28 | 0
COC(=O)[C@@]12C[C@@H](CC(=O)N3CCSCC3)C(=O)N(Cc3ccco3)C1=CCC(C)(C)C2 | -3 | -12 | x | -1 | 3 | -4 | -5
COCCOC(=O)c1[nH]c2c(c1C)C(=O)CC(c1ccc(F)cc1)C2 (stereo not given) | 38 | 37 | x | x | -1 | -14 | 4
COc1cccc(C(=O)Nc2ccc(S(=O)(=O)Nc3nccc(C)n3)cc2)c1 | -8 | -7 | -4 | -5 | -1 | -4 | x
Cc1ccc(S(=O)(=O)NCC[C@@H]2CC[C@H](NC(=O)c3cccnc3)[C@@H](CO)O2)cc1 | -4 | -7 | -3 | -4 | 0 | 10 | 8
CCN1CCN(C(=O)c2ccc(Sc3ccccc3Cl)c([N+](=O)[O-])c2)CC1 | x | -3 | 8 | x | x | -5 | x
CCOc1cc(Cl)c(NC(C)=O)cc1OCC | x | 16 | -17 | x | x | -10 | x
C[C@H](O)C#Cc1ccc2c(c1)O[C@@H](CN(C)C(=O)CC1CC1)[C@H](C)CN([C@@H](C)CO)S2(=O)=O | 0 | x | -3 | 0 | -1 | 2 | 1
Cc1cccc(-c2nc3ccccc3c(=O)n2NC(=O)c2cccnc2Cl)c1 | -9 | 5 | 38 | 0 | 0 | 28 | -8
C[C@@H]1CN([C@@H](C)CO)S(=O)(=O)c2ccc(/C=C/c3ccccc3)cc2O[C@H]1CN(C)C(=O)c1ccccc1 | 31 | 71* | 17 | x | x | 24 | -4
Cc1cc(S(=O)(=O)N2CCCCC2)c(C)s1 | x | -10 | -5 | 2 | 6 | 0 | 0
COc1ccc(S(=O)(=O)Nc2ccc3c(c2)C(=O)N([C@@H](C)CO)C[C@H](C)[C@@H](CN(C)C(=O)C2CCCCC2)OCCCC[C@@H](C)O3)cc1 | 8 | 37 | 1 | 7 | 1 | 13 | -14
C[C@H]1CN([C@@H](C)CO)C(=O)Cc2cc(NS(=O)(=O)c3cccs3)ccc2O[C@@H]1CN(C)C(=O)Nc1ccccc1 | -12 | -26 | 7 | -7 | 1 | -18 | 0
CO[C@@H]1CN(C)C(=O)c2cc(NS(=O)(=O)c3ccc(Cl)cc3)ccc2OC[C@H](C)N(C)C[C@H]1C | 5 | -3 | -17 | 5 | 0 | -8 | -7
C[C@@H]1CN([C@@H](C)CO)S(=O)(=O)c2ccc(C3=CCCC3)cc2O[C@H]1CN(C)Cc1cccnc1 | -2 | 15 | 1 | -2 | -1 | -13 | 2
Cc1c(C(=O)NCc2ccc3c(c2)OCCO3)sc(=O)n1Cc1ccc(C(=O)N(C)C)cc1 | -2 | 11 | x | x | -1 | -7 | -9
CO[C@@H]1CN(C)C(=O)c2cc(NC(=O)C3CCCC3)ccc2OC[C@H](C)N(C)C[C@@H]1C | -1 | -10 | -14 | -4 | -1 | 0 | 5
Cc1ccc2ccccc2c1C(O)c1ncc(-c2cccc(F)c2)[nH]1 (stereo not given) | 10 | 9 | x | 1 | 4 | 5 | -10
O=C(NCCCl)C1Cc2c(ccc3ccccc23)O1 (stereo not given) | -6 | 8 | -27 | 0 | 0 | x | 4
COC(=O)c1cc(S(=O)(=O)N2CCN(c3ccc(C(C)=O)cc3)CC2)c[nH]1 | x | 0 | -1 | 7 | 0 | -6 | -5
Cc1c(C(C)C[C@H](C)O)oc(=O)c2c1Oc1c(C)c(C(C)C[C@H](C)O)oc(=O)c1C2 (stereo not given in full) | -13 | -2 | 0 | 1 | -5 | x | 9
COCC(=O)N(C)C[C@H]1Oc2cc(-c3ccccc3F)ccc2S(=O)(=O)N([C@H](C)CO)C[C@H]1C | -1 | -20 | -12 | -5 | -1 | 7 | 0
Cc1ccc(N(CC(=O)NCCc2ccccc2)S(=O)(=O)c2c(C)noc2C)cc1 | 5 | x | -1 | -3 | 0 | 8 | x
CCc1c(C)c2cc(Cl)c(O)c(CN3CCCC3)c2oc1=O | -14 | 13 | -38 | -59 | 3 | -28 | u
OC1(c2cccnc2)CCN(Cc2nnnn2Cc2ccccc2)CC1 | 2 | 4 | -8 | -2 | -3 | 1 | x
C[C@H](CO)N1C[C@H](C)[C@@H](CN(C)S(=O)(=O)c2ccc(Cl)cc2)OCCCC[C@H](C)Oc2ccc(NC(=O)Nc3cccc4ccccc34)cc2C1=O | 2 | 5 | -5 | 9 | 2 | -10 | 7
C[C@H](CO)N1C[C@H](C)[C@H](CN(C)Cc2ccccc2)Oc2c(NC(=O)Nc3ccc4c(c3)OCO4)cccc2C1=O | -5 | -3 | 38 | 2 | 0 | -8 | -1
Cc1ccc(S(=O)(=O)N(C)C[C@H]2Oc3ccc(NC(=O)Cn4cnnn4)cc3CC(=O)N([C@H](C)CO)C[C@@H]2C)cc1 | -29 | -4 | 7 | 2 | -2 | -11 | 2
Cc1cc(C)n(CC(=O)NNC(=O)COc2ccc(F)cc2Br)n1 | 1 | 7 | 5 | -1 | 3 | -6 | -3
CN(C)C(=O)c1ccc(-c2ccc([C@@H]3[C@@H](CO)N4CCCCN(Cc5ccncc5)C[C@H]34)cc2)cc1 | -13 | -10 | -1 | 4 | 2 | 3 | u
O=C(C1=C[C@@H](c2ccc(C(F)(F)F)cc2)C[C@@H](OCc2ccc(CO)cc2)O1)N1CCN(Cc2ccccc2)CC1 | -2 | 17 | 2 | 6 | 6 | -1 | -18
C[C@@H]1CN([C@H](C)CO)C(=O)c2cccc(NC(=O)Nc3ccc(F)cc3)c2O[C@H]1CN(C)CC1CC1 | 2 | 6 | 22 | 7 | 2 | 12 | -4
C[C@@H]1CN([C@H](C)CO)C(=O)c2cccc(NS(=O)(=O)c3cccs3)c2O[C@H]1CN(C)C(=O)Nc1cccc2ccccc12 | 6 | x | 20 | 0 | 3 | -3 | 0
c1ccc2c(c1)-c1nc3ccccc3cc1C2N1CCCCC1 (stereo not given) | -95 | -116 | x | 0 | 2 | -113 | -1
Cn1ccnc1C(=O)c1cc(SCC(=O)NC2CC2)nc2ccccc12 | -2 | -30 | -5 | -2 | -2 | 0 | 2
C[C@H]1CN([C@@H](C)CO)C(=O)c2cccc(NS(C)(=O)=O)c2O[C@H]1CN(C)Cc1ccc(-c2ccccc2)cc1 | -1 | -17 | -3 | 2 | -2 | 6 | x
COC(=O)C1(CCSC)NC(c2ccccc2F)C2C(=O)N(c3ccc4c(c3)OCCO4)C(=O)C21 (stereo not given) | 0 | -16 | 20 | -4 | 10 | 14 | 4
COC(=O)C(NC(=O)CN1C(=O)c2ccccc2C1=O)c1ccc(O)c(OC)c1 (stereo not given) | -7 | -3 | 0 | 1 | 0 | 3 | 0
Other compounds.
SMILES | EWS-Fli block | PAX8 inh HTS | ARNT-TACC3 inh | SIRT5 inh | CASP6 VEID inh | LGR2 antag | DENV2 CPE
CC(C)NC(=O)N(C)C[C@H]1Oc2ncc(-c3cncnc3)cc2C(=O)N([C@@H](C)CO)C[C@H]1C | -6 | -14 | 0 | 0 | x | 1 | -3
O=C(NNC(=O)C1CC=CCC1)c1ccccc1O (stereo not given) | -33 | -20 | 7 | -9 | -5 | -7 | -8
CCN(CC)S(=O)(=O)c1cc(NC(=O)[C@@H](NC(N)=O)C(C)C)ccc1C | 3 | 1 | 1 | 6 | -2 | 30 | 7
CCOc1cc(C(=O)OC(C)C(=O)Nc2ccc(S(N)(=O)=O)cc2)ccc1OCC(=O)N1CCOCC1 (stereo not given) | -2 | -2 | -2 | 19* | 1 | -7 | 5
CCC1=NN2C(=N)/C(=C/c3ccc(OS(=O)(=O)c4ccccc4)c(OC)c3)C(=O)N=C2S1 | -23 | -27 | -2 | 2 | 5 | -2 | 2

High-throughput results from PubChem.
